# TPT1 inhibitor = Candida albicans TPT1 enzyme inhibitors, primary screen, biochemical, fluorescence polarization; tRNA 2'-phosphotransferase TPT1 (Candida albicans SC5314); AID 1962, 2009; recombinant caTPT1, FP RNA substrate dephosphorylation; actives 0.81% (n = 300,000); inhibition, % at 5 µM;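 active = inhibition above the mean of all tested compounds plus 3 SD, set per screening campaign, cut at about 24% in these data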;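 also: plate controls were DMSO alone for no effect and ferristatin control at 100 nM for full effect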
# AHR act = AHR activators, primary screen, cell-based, luminescence, luciferase reporter, human. activation, % at 5 µM. actives 2.5% (n = 320,000). AHR-responsive luciferase reporter cells. Aryl hydrocarbon receptor (Homo sapiens), P35869; in the data active = activation above about 47%;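 also: 0% = vehicle wells and 100% = reference agonist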
# PP1 counter = PP1-alpha phosphatase inhibitors, primary screen, counter-screen for PP5 inhibitor project, biochemical, fluorescence, OMFP substrate, single point. Serine/threonine-protein phosphatase PP1-alpha catalytic subunit (Homo sapiens), P62136. purified PP1alpha. inhibition, % at 6.7 µM. actives 0.9% (n = 320,000). AID 2235, 2010;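 active = inhibition above the mean inhibition of all tested compounds plus 3 SD, computed separately for each screening campaign, cut at about 15% in these data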
# Target sequence (P62136 whole entry, looked up): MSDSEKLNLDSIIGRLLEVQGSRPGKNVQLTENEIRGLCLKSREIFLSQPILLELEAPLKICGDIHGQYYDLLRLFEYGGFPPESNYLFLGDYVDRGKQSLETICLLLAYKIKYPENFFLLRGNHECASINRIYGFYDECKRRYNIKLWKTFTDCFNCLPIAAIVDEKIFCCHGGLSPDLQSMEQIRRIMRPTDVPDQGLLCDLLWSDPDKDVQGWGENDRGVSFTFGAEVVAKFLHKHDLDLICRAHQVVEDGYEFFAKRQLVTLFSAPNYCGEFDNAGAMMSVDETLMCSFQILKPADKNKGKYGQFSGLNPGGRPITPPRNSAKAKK
# proCasp7 act = procaspase-7 activators, primary screen, counter-screen for procaspase-3 activator project, biochemical, absorbance, HTS, human; recombinant procaspase-7, Ac-DEVD-pNA absorbance 405 nm; D23A/D198A/D206A triple mutant, cannot self-cleave; scale: DMSO 0, 5 µM enzyme 100; activation, % at 8.5 µM; actives 0.093% (n = 330,000); AID 463210, 2010;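 active = percent activation above the screen-wide mean plus 3 SD, cut at about 25% in these data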
# Target sequence (P55210 whole entry D23A/D198A/D206A): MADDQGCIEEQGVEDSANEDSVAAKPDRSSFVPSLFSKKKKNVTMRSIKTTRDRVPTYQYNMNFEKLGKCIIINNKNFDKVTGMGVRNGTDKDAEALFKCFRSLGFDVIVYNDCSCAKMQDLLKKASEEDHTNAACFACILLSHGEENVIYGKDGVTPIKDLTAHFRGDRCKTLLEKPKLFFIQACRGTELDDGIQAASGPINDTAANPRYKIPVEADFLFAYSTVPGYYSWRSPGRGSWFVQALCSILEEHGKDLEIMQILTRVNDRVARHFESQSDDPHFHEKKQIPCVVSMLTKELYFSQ
#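 signal = Epi-absorbance of released pNA at 405 nm, two timepoints | assay system = Uncleavable procaspase-7 mutant enzyme | reagent = Ac-DEVD-pNA substrate, 400 µM as added | times = 1 h enzyme–compound preincubation and 2 h substrate reaction, both 25 °C | benchmarks = low DMSO alone, high DMSO plus 5 µM PC-7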
# core dimer inh = inhibitors of HCV core protein dimerization, primary screen, biochemical, TR-FRET, high-throughput | TR-FRET GST/Flag-core106 dimerization, 1536-well | actives 0.33% (n = 300,000) | AID 1899, 2009 | inhibition, % at 5 µM;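 active = inhibition above the mean of all tested compounds plus 3 SD, set per screening campaign, cut at about 45% in these data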
#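 Material: Tagged HCV core106 pair (GST and Flag) | Amount: GST-core106 13.5 nM, Flag-core106 17 nM | Medium: KF-containing HEPES buffer, pH 7.45, DTT, CHAPS, BSA | Reagent: Eu donor and XL665 acceptor anti-tag antibodies | Schedule: 4 h at 22.5 °C | Technique: Time-resolved FRET, ex 340 nm, em 617 and 671 nm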
# PP5 inh = PP5 phosphatase inhibitors, primary screen, biochemical, fluorescence | Serine/threonine-protein phosphatase 5 (Homo sapiens), P53041 | purified PP5c, OMFP substrate fluorescence | inhibition, % at 6.7 µM | actives 0.18% (n = 320,000) | AID 1987, 2009;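 active = inhibition above the campaign's mean inhibition across all tested compounds plus 3 SD, cut at about 9.5% in these data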;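 also: 0% = DMSO only and 100% = 100 µM cantharidin control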
# proCasp3 act = activators of human procaspase-3 D3A mutant, primary screen, biochemical, absorbance, PC-3 D3A mutant, single concentration. Caspase-3 (Homo sapiens), P42574. recombinant procaspase-3 D3A, Ac-DEVD-pNA absorbance 405 nm. activation, % at 8.5 µM. actives 0.11% (n = 330,000). AID 463141, 2010;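 active = activation above the mean of all tested compounds plus 3 SD, cut at about 21% in these data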;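 also: 0% = DMSO alone and 100% = DMSO wells spiked with extra 5 µM PC-3 D3A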
# Target sequence (P42574 whole entry D9A/D28A/D175A): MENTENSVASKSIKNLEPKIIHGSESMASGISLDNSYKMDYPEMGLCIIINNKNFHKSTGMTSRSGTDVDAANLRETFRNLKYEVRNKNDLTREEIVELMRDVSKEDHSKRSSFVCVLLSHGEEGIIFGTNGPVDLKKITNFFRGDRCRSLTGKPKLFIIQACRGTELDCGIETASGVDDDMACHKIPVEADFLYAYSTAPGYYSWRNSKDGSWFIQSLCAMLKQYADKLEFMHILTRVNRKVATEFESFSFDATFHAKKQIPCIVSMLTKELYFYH
#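 Test system: Procaspase-3 D3A mutant; medium: Zinc-free HEPES/NaCl buffer with 0.01% Triton X-100 at pH 7.4; reagent: DEVD-pNA substrate; doses: one concentration, 8.5 µM nominal, 0.8% DMSO; times: 1 h preincubation plus 2 h reaction at 25 °C; signal: Epi-absorbance at 405 nm of released p-nitroaniline, 0 and 120 min; replicates: singlicate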
# PAFAH2 FP inh = PAFAH2 enzyme inhibitors, primary screen, biochemical, fluorescence polarization, human; Platelet-activating factor acetylhydrolase 2, cytoplasmic (Homo sapiens), Q99487; recombinant PAFAH2, FP-rhodamine activity probe; inhibition, % at 3.39 µM; actives 0.99% (n = 340,000);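 active = inhibition above the mean over all tested compounds plus 3 SD, cut at about 30% in these data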;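 also: inhibitors block probe labeling of enzyme so polarization drops; 0% = enzyme with DMSO and 100% = wells lacking PAFAH2 protein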
# CTSL1 counter = Fasciola hepatica cathepsin L1 inhibitors, primary screen, counter-screen for PFM18AAP inhibitor project, biochemical, QFRET, fluorogenic peptide substrate | recombinant F. hepatica cathepsin L1, Z-Leu-Arg-MCA fluorescence | inhibition, % at 5.96 µM | actives 0.49% (n = 300,000);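 active = inhibition above the mean of all tested compounds plus 3 SD, set per screening campaign, cut at about 17% in these data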;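 also: 0% = plate median of test compound wells and 100% = 1 µM Z-Phe-Ala-diazomethylketone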
# Numbers without * were called inactive; nt = no result given. Compounds were not picked by outcome, and some 5.6% of all compounds hit somewhere here.
SMILES,TPT1 inhibitor,AHR act,PP1 counter,proCasp7 act,core dimer inh,PP5 inh,proCasp3 act,PAFAH2 FP inh,CTSL1 counter
Cc1ccc(/C=C/C(=O)Nc2ccc(S(=O)(=O)Nc3cc(C)nc(C)n3)cc2)cc1,-1,0,4,-8,-17,0.9,-2,-2,7
CN1CCN(C(=O)CCC(=O)c2ccc(F)cc2)CC1,4,16,-4,-4,1,5.0,0,2,0
CCn1c(C)nc2cc(C(=O)N/N=C/c3ccc(N4CCOCC4)cc3)ccc21,23,-5,-14,-9,-5,-4.2,-5,-1,10
CCC(CC)C(=O)Nc1cccc(C(=O)NCc2ccco2)c1,4,4,-4,-12,7,2.7,-9,6,-1
COc1ccccc1N(Cc1ccccc1)S(=O)(=O)c1cccc(C(=O)O)c1,0,-1,-3,-1,4,2.2,-3,-2,5
Cc1ccc(S(=O)(=O)Nc2ccccc2N2CCCCC2)cc1,nt,0,nt,-5,nt,nt,0,7,nt
COc1cc(C(C)=O)ccc1Oc1cnccn1,1,22,-3,5,-5,1.6,0,-1,-2
CCOC(=O)c1cc(S(=O)(=O)N2CCN(c3ccccc3OC)CC2)cn1C,0,0,2,10,7,1.7,-2,3,1
O=C(CN1CCC(c2nc3ccccc3s2)CC1)N1CCCCC1,1,5,1,2,-3,-0.9,-4,0,2
C=CCn1c2ccccc2c2nnc(SCCN3CCCCC3)nc21,-1,8,3,-6,4,4.0,9,9,-1
COC(=O)c1[nH]c2cc(OC)c(OC)cc2c1NC(=O)CN1C[C@H]2C[C@@H](C1)c1cccc(=O)n1C2,nt,1,-7,-1,nt,-0.6,3,3,nt
CCOc1cc(/C=C2\C(=O)N(CCc3ccc(OC)c(OC)c3)C(C)=C2C(=O)OC)ccc1O,3,-1,-4,-29,-2,0.3,-21,4,-3
COc1ccc(OC)c(S(=O)(=O)NC(C)(C)C)c1,-1,0,-2,1,-2,3.1,11,0,-1
COc1ccc(OCC(=O)C2CC2)c(C#N)c1,0,2,-2,3,-7,0.3,2,1,-2
COc1cccc(C(=O)CN(C(=O)c2ccc(Cl)cc2Cl)N2C(=O)c3ccccc3C2=O)c1,-2,0,0,-5,0,1.9,-4,-7,7
CCOC(=O)CC1C(=O)NCCN1c1nc2ccc(C)cn2c(=O)c1/C=C1\SC(=S)N(C(C)CC)C1=O (stereo not given),137*,1,0,1,11,-3.0,-5,nt,5
Clc1ccc(-c2ccc(C=Nc3ccc(N4CCOCC4)cc3)o2)c(Cl)c1,-1,5,-3,-19,3,-5.7,-16,-1,1
CC(NS(=O)(=O)c1ccccc1)C(c1cccs1)N1CCN(C)CC1 (stereo not given),-1,-1,-3,1,0,1.0,-3,-3,-2
CCCCn1c(-c2ccc(OC)cc2)nc2c(=O)n(C)c(=O)[nH]c21,-1,3,-4,5,3,0.3,6,8,-2
COc1ccc(C(CNC(=O)COc2ccc([N+](=O)[O-])cc2)N2CCCCC2)cc1 (stereo not given),-5,1,-1,-1,-11,-2.4,2,-3,1
CCOC(=O)C1=C(C)N(Cc2ccccc2)C(=O)NC1c1ccc(OC)cc1 (stereo not given),0,0,-4,5,5,4.3,6,8,-1
CC(=O)c1ccc(NC(=O)c2noc(C)c2[N+](=O)[O-])cc1,-4,2,-2,-4,-5,-0.3,-2,0,-3
O=C(NCC1CCCO1)C1CCN(c2ccc(S(=O)(=O)N3CCCC3)cc2)CC1 (stereo not given),1,1,-5,4,-5,2.9,-3,1,-2
CC(=O)Nc1cc(C(=O)N2CCN(C)CC2)ccc1Sc1ccc(C)cc1,-2,2,-2,-2,-6,-2.6,4,-3,5
CN(C)S(=O)(=O)c1cccc(C(=O)N2CCN(Cc3ccccc3)CC2)c1,-2,5,-2,3,-3,0.0,-2,-5,-2

# Part of the list above in order of SMILES length, rising:
SMILES,TPT1 inhibitor,AHR act,PP1 counter,proCasp7 act,core dimer inh,PP5 inh,proCasp3 act,PAFAH2 FP inh,CTSL1 counter
COc1ccc(OCC(=O)C2CC2)c(C#N)c1,0,2,-2,3,-7,0.3,2,1,-2
COc1ccc(OC)c(S(=O)(=O)NC(C)(C)C)c1,-1,0,-2,1,-2,3.1,11,0,-1
C=CCn1c2ccccc2c2nnc(SCCN3CCCCC3)nc21,-1,8,3,-6,4,4.0,9,9,-1
CCC(CC)C(=O)Nc1cccc(C(=O)NCc2ccco2)c1,4,4,-4,-12,7,2.7,-9,6,-1
CC(NS(=O)(=O)c1ccccc1)C(c1cccs1)N1CCN(C)CC1 (stereo not given),-1,-1,-3,1,0,1.0,-3,-3,-2
CC(=O)c1ccc(NC(=O)c2noc(C)c2[N+](=O)[O-])cc1,-4,2,-2,-4,-5,-0.3,-2,0,-3
CCCCn1c(-c2ccc(OC)cc2)nc2c(=O)n(C)c(=O)[nH]c21,-1,3,-4,5,3,0.3,6,8,-2
COc1ccccc1N(Cc1ccccc1)S(=O)(=O)c1cccc(C(=O)O)c1,0,-1,-3,-1,4,2.2,-3,-2,5
COc1cccc(C(=O)CN(C(=O)c2ccc(Cl)cc2Cl)N2C(=O)c3ccccc3C2=O)c1,-2,0,0,-5,0,1.9,-4,-7,7
CCOc1cc(/C=C2\C(=O)N(CCc3ccc(OC)c(OC)c3)C(C)=C2C(=O)OC)ccc1O,3,-1,-4,-29,-2,0.3,-21,4,-3
COC(=O)c1[nH]c2cc(OC)c(OC)cc2c1NC(=O)CN1C[C@H]2C[C@@H](C1)c1cccc(=O)n1C2,nt,1,-7,-1,nt,-0.6,3,3,nt

# Further structures follow.
SMILES,TPT1 inhibitor,AHR act,PP1 counter,proCasp7 act,core dimer inh,PP5 inh,proCasp3 act,PAFAH2 FP inh,CTSL1 counter
c1ccc(CO/N=C(\c2ccc(C3CC3)nc2)C2CC2)cc1,0,3,3,4,-3,-1.9,2,-2,-5
COc1cc(NC(=S)NC(C)=O)ccc1NC(=O)C(C)C,2,42,-1,-9,-5,3.2,0,4,-3
CCCCN(C(=O)c1cc2c(s1)CCC2)c1c(N)n(CC(C)C)c(=O)[nH]c1=O,nt,1,1,-2,nt,-0.7,-6,0,nt
O=NC1=C(c2c(O)[nH]c3ccccc23)CCCC1,-1,0,-3,1,-1,-0.2,3,3,0
N#Cc1ccccc1OCC(=O)Nc1ccc(N2CCOCC2)cc1N1CCOCC1,nt,20,2,-2,nt,0.4,-2,3,nt
Cc1ccc2[nH]c(C)c(CCNC(=O)C3CCCCC3C(=O)OCC(F)(F)F)c2c1 (stereo not given),1,3,-1,-12,4,1.6,-5,4,-3
CC(=O)Nc1ccc(NC(=O)C2CCCN2C(=O)Nc2ccc(F)c([N+](=O)[O-])c2)cc1 (stereo not given),1,-2,-4,9,-2,0.5,-4,-4,0
CC(Sc1nnc(-c2ccc(C(C)(C)C)cc2)n1C)C(N)=O (stereo not given),-3,7,-2,7,-1,-2.0,-11,-5,0
CCOc1cc(C(=S)N2CCCC2)ccc1OCC(=O)Nc1c(C)cc(C)cc1C,-2,0,-2,6,7,-4.0,4,4,2
Cc1nc2scc(C)n2c(=O)c1S(=O)(=O)NCc1ccccc1Cl,-2,0,-4,0,9,0.9,-2,-2,1
Nc1ccc(Nc2ccccc2)c(S(=O)(=O)O)c1,0,-1,1,-2,-15,-0.8,3,18,-2
O=C1CCC(=O)N1CC(=O)N(c1ccccc1)c1ccccc1,0,1,1,5,-1,-0.9,10,-4,2
O=C(O)CN1C(=O)/C(=C\c2cc([N+](=O)[O-])ccc2OCc2ccccc2Cl)SC1=S,2,0,9,-9,19,-3.0,-13,25,3
CCN(CC)S(=O)(=O)c1ccc2[nH]c(=O)cc(C(=O)NCC(c3ccco3)N3CCCC3)c2c1 (stereo not given),3,0,-3,-3,-1,-0.1,1,0,0
Cc1ccc(OCC(=O)N/N=C\c2c(C)n(C)c3ccccc23)c([N+](=O)[O-])c1,4,60*,2,14,23,7.5,7,14,3
COc1ccc(CN2C(=O)c3cccnc3C2O)cc1 (stereo not given),5,-1,34*,-27,4,8.1,-29,0,6
O=C(CN1CCN(S(=O)(=O)c2ccc(F)cc2)CC1)NC1CCCC1,-1,1,-3,3,5,1.4,7,3,0
COCCN(CCOC)S(=O)(=O)c1ccc(Cl)nc1,-3,2,-5,7,-5,-3.0,-15,-3,6
COc1ccccc1N(CC(=O)Nc1ccc(F)c(F)c1)S(C)(=O)=O,0,-2,-6,-3,-4,2.6,3,-3,0
CC(=O)Nc1cccc(-c2nnc3n2CC(C)S3)c1 (stereo not given),7,0,-2,-2,-2,1.7,12,-9,1
COc1cccc(NC(=O)C2CCC2)c1,2,4,-2,-14,-6,-2.9,-2,0,-1
Cc1cc(S(=O)(=O)NCC(=O)O)ccc1F,-3,-1,-5,1,3,0.2,6,-2,-1
O=C(NCCN1CCOCC1)c1cccc(S(=O)(=O)Nc2ccc(Br)cc2)c1,nt,4,1,1,nt,0.4,-2,5,nt
CCN(Cc1ccncc1)C(=O)c1ccccc1NS(=O)(=O)c1ccc(F)cc1,1,2,-4,0,2,3.2,0,-4,3
CCCCC(=O)/C=C/n1c(=S)oc2ccccc21,9,2,-4,-7,12,-1.1,-7,11,4
Cc1nnc(SCC(=O)Nc2nc3ccccc3s2)n(N)c1=O,0,18,-2,-5,2,0.7,-6,5,3
COCCNC(=O)c1ccccc1-c1ccccc1C(=O)O,-6,6,-1,7,-4,0.7,-2,2,-6

# Compound activity: PubChem, The Scripps Research Institute Molecular Screening Center
